CRFBP-R2 block = antagonists of CRF-binding protein/CRF-R2 receptor complex; HEK293 CRF-R2/CRF-BP, CRF-induced calcium fluorescence; inhibition, % at 11.8 µM; 350,000 compounds, 0.59% hits;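 active means inhibition of the ligand-induced calcium signal above about 50% at the single tested concentration, limit read from the data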
CHRM4 PAM = potentiates acetylcholine response at human M4 receptor. P08173. CHO-K1 hM4/Gqi5, Fluo-8 calcium fluorescence, ACh EC20; 0% = ACh EC20, 100% = maximal ACh. activation, % at 3 µM. 360,000 compounds, 0.4% hits. AID 624126;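 active means activation above its plate's cutoff, the mean activation of sample wells plus 3 SD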; further: some results filed as inactive read as strong as hits
PHOSPHO1 block = blocks human PHOSPHO1 phosphatase activity | Q8TCT1 | recombinant PHOSPHO1, absorbance phosphatase assay | inhibition, % at 13.3 µM | 290,000 compounds, 1.1% hits | AID 1565; in the data active means inhibition above about 60%
GalR3 antagonist = blocks the human galanin receptor 3; O60755; inhibition, % at 3 µM; 360,000 compounds, 0.44% hits; HEK293 GalR3-CNG cAMP membrane potential fluorescence; galR3 body fused to GalR1 C-terminus;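 active means inhibition above the screen-wide average plus 3 SD, cut at about 13% in these data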;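 further: forskolin and galanin both at EC90 stimulate the cells; cAMP rise reported by CNG channel membrane potential dye signal; 0% = forskolin plus galanin with DMSO and 100% = forskolin alone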
CRFBP-R2 agonist = CRF-BP/CRF-R2 complex agonism; HEK293 CRF-R2/CRF-BP, calcium dye fluorescence (FLIPR); percent of saturating CRF peptide response; activation, % at 13.2 µM; 350,000 compounds, 0.46% hits; AID 588473;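 active means activation of at least 50%, plus an integration ratio under a set limit after plate pattern correction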;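 further: plate controls were neutral control wells without compound for no effect and CRF at EC100 for full effect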
IDE cell inh = cellular human IDE inhibition. P14735. HEK cells, FAbetaB cleavage, fluorescence polarization. inhibition, % at 5.59 µM. 320,000 compounds, 0.41% hits. AID 434962;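 active means percent inhibition above the average of all tested compounds plus 3 SD, set per screening campaign, cut at about 16% in these data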;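 further: IDE supplied by intact live HEK cells; FP after avidin binding of uncleaved biotin substrate so inhibition keeps polarization high; 0% = DMSO wells and 100% = 60 µM reference IDE inhibitor Ii1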
IDE cell activ = IDE (human) activation, cell-based; P14735; HEK cells, FAbeta-B cleavage, fluorescence polarization; 0% vehicle, 100% cell-free pure enzyme wells; activation, % at 5.96 µM; 340,000 compounds, 0.073% hits;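 active means activation above the mean of all tested compounds plus 3 SD, set per screening campaign, cut at about 17% in these data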
p-CIP stab down = compounds decreasing mouse p/CIP protein stability; F442A p/CIP-EGFP cells, EGFP fluorescence, 16 h; decrease of EGFP signal, % at 10 µM; 290,000 compounds, 0.01% hits;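 active means EGFP signal decrease of at least 30% at 10 µM or well 3 SD below plate mean, unless failing retest; inactive means the rest, including hits failing retest or dose response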; further: some compounds called inactive have numbers as strong as hits; many of its hits are not listed in these tables
MEKK3 PB1 HTS = MEKK3-MEK5 PB1 interaction, increase or decrease; AID 1529; Q99759; 290,000 compounds, 1.4% hits; binding response (% of control), % at 10 µM; bead-based flow cytometry, Alexa488-MEK5 binding to MEKK3; actives lie on both sides; 0 = blocked by unlabeled MEK5, 100 = vehicle;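 active means binding response more than 3 SD above or below the average of its plate-row segment, actives on both sides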;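 further: Alexa488 bead fluorescence after subtracting the streptavidin-only scavenger bead signal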
The depositor's hits bear a star; . = no result given.

compound,CRFBP-R2 block,CHRM4 PAM,PHOSPHO1 block,GalR3 antagonist,CRFBP-R2 agonist,IDE cell inh,IDE cell activ,p-CIP stab down,MEKK3 PB1 HTS
CC(NC(=O)NC1CCCCC1)c1ccc2c(c1)OCO2 (configuration not stated),0,6,41,-7,-0.8,11,5,-10,89
O=C(Nc1nccs1)C(Br)C(Br)c1ccccc1 (configuration not stated),3,-2,37,-6,1.6,4,-1,-4,104
COc1ccc(CC(=O)NC(C)C2COc3ccccc3O2)cc1OC (configuration not stated),-5,3,19,-3,-0.5,-2,3,-2,99
COc1ccc(C(C)C)cc1S(=O)(=O)Nc1cccnc1,-1,3,.,-6,0.0,.,.,.,.
COc1ccc(-c2[nH]ncc2CN2CCCC(C(=O)c3cccc(OC)c3)C2)cc1 (configuration not stated),-36,-5,-27,-4,0.0,3,-3,-2,103
O=C(c1sc2cccc(F)c2c1Cl)N1CCN(c2ncccn2)CC1,14,7,-9,4,-0.1,-2,-7,-5,96
O=C(COC(=O)c1ccccc1NC(=O)c1ccccc1)c1ccc([N+](=O)[O-])cc1,11,1,-3,-7,2.5,2,-13,-5,82
O=C(Nc1sccc1C(=O)N1CCOCC1)c1cccnc1,-3,1,-10,.,1.8,-3,-1,3,81

Two compounds from above with just CRFBP-R2 block and PHOSPHO1 block.
SMILES,CRFBP-R2 block,PHOSPHO1 block
O=C(Nc1nccs1)C(Br)C(Br)c1ccccc1 (configuration not stated),3,37
COc1ccc(CC(=O)NC(C)C2COc3ccccc3O2)cc1OC (configuration not stated),-5,19

Next part.
compound,CRFBP-R2 block,CHRM4 PAM,PHOSPHO1 block,GalR3 antagonist,CRFBP-R2 agonist,IDE cell inh,IDE cell activ,p-CIP stab down,MEKK3 PB1 HTS
CCN1C(=O)[C@@H]2[C@@H](c3ccc(-c4ccc(OC)cc4)cc3)N3CCCC[C@@]3(C(=O)OC)[C@@H]2C1=O,4,-4,.,4,-0.9,-4,5,.,.
Cc1cccnc1NC(=O)C1CCN(S(=O)(=O)c2cccs2)CC1,3,-1,14,-3,-1.7,8,5,-2,104
Cc1ccc(C2=NOC(C)(c3nnc(Cc4ccccc4)o3)C2)cc1 (configuration not stated),-3,11,.,-4,-2.1,-2,-5,.,101
COc1ccc(CNC(=O)c2ccc(Cn3cc(Cl)cn3)o2)cc1,3,-3,-6,-8,0.1,1,5,-10,99
Cc1c(Cl)cnc(NC(=O)COC(=O)c2cc3c(s2)CCC(C)C3)c1Cl (configuration not stated),-17,0,-10,-4,0.6,-5,3,0,103
CC(=O)c1c(C)[nH]c(C(=O)COC(=O)Cc2ccccc2F)c1C,3,-5,.,0,-1.7,-1,0,.,.
CC(=O)c1ccccc1OCC(O)Cn1ccnc1 (configuration not stated),23,-1,26,-10,-2.1,1,-3,-7,102
CCc1sc(NC(=O)C(C)C)nc1-c1ccccc1,11,0,30,-6,0.8,-1,4,4,103
CCOC(=O)C1=CN(Cc2cccc(F)c2)S(=O)(=O)N(CC)C1CCc1ccccc1 (configuration not stated),-8,-3,.,-2,7.5,.,6,.,.
CCn1c(SCC(=O)Nc2cc3oc4ccccc4c3cc2OC)nnc1-c1cccs1,-19,-3,-11,0,0.6,-4,1,0,103
CCC(=O)NS(=O)(=O)c1cccnc1Nc1ccccc1Cl,-10,2,17,2,1.7,5,3,-6,.
O=C(N/N=C/c1c(Cl)cccc1Cl)c1ccc(-n2cnnn2)cc1,-9,-1,.,2,0.1,-7,3,.,.
Cc1ccc(NC2=NC(C(=O)Nc3ccc(C)c(C)c3)CC(=O)N2)cc1 (configuration not stated),5,0,19,0,0.2,4,7,7,107
CCOC(=O)Cc1csc(/C(=N/O)C(N)=O)n1,-21,-13,-7,0,1.6,-1,4,-1,112
Cc1cc(N2CCN(C(=O)OC(C)(C)C)CC2)n2ncnc2n1,-17,2,0,-1,3.0,1,2,4,109
O=[N+]([O-])c1nn(-c2ccc(Cl)cc2)n(O)c1=NCc1cccnc1,3,-8,-33,-2,6.9,-1,1,-9,95

Single values from the entries so far:
IDE cell inh with Cc1cc(N2CCN(C(=O)OC(C)(C)C)CC2)n2ncnc2n1 = 1
p-CIP stab down with CCn1c(SCC(=O)Nc2cc3oc4ccccc4c3cc2OC)nnc1-c1cccs1 = 0

Next results follow:
SMILES	CRFBP-R2 block	CHRM4 PAM	PHOSPHO1 block	GalR3 antagonist	CRFBP-R2 agonist	IDE cell inh	IDE cell activ	p-CIP stab down	MEKK3 PB1 HTS
COc1ccc(C(=S)N2CCN(c3ccccc3Cl)CC2)cc1OC	25	-10	-54	-9	0.3	-2	2	6	95
O=C(CNC(=O)c1cc(-c2ccccc2)nn1-c1ccccc1)Nc1ccccc1Br	-3	14	.	-5	5.1	.	4	.	.
COc1cccc(N(CC(=O)NC2CC3CCC2C3)S(=O)(=O)c2ccccc2)c1 (configuration not stated)	-6	3	30	-8	-0.5	-2	-1	-18	101
O=C(O)CCC(=O)Nc1nc2ccc([N+](=O)[O-])cc2s1	-11	-7	6	1	0.8	-3	-1	7	109
Cc1cc(NC(=O)CN2CCOCC2)n(-c2nc3ccccc3s2)n1	-10	.	2	-5	-1.2	6	.	-43	101
CCc1cc2c(=O)c(-c3nc4ccccc4n3C)c(C)oc2c(CN2CCN(CCO)CC2)c1O	8	7	16	-5	1.9	0	0	-8	95
C(=Nc1ccccc1)c1ccc[nH]1	14	4	.	-2	0.6	.	5	.	.
O=C(CCC1CCCCC1)NCCN1C2=NC[C@@H](Cc3ccccc3)N2C[C@H]1Cc1ccc(O)cc1	-3	-2	-8	-2	-0.8	2	7	-11	113
O=C(COC(=O)Cc1ccc(Br)cc1)NCc1ccc2c(c1)OCO2	5	-2	.	-3	-0.2	.	3	.	.
CC1Cc2cc(/C(O)=C3/C(=O)C(=O)N(CCCn4ccnc4)C3c3cccc([N+](=O)[O-])c3)ccc2O1 (configuration not stated)	-1	5	2	2	-0.3	4	9	1	106
O=C(CSc1nnc(CNc2ccc(F)cc2)n1CC1CCCO1)Nc1ccccc1 (configuration not stated)	-2	-1	-26	-1	-0.8	5	11	-6	102
Cn1c(=O)oc2cc(S(=O)(=O)NCCC(=O)N3CCN(c4ccccc4)CC3)ccc21	0	-4	28	-3	-0.3	-2	-4	0	97
COc1ccccc1/C=C/C(=O)OCC(=O)Nc1ccc2c(c1)OCO2	8	14	.	-1	-1.7	-1	-3	.	.
COc1cc(/C=C/C(=O)c2cccc([N+](=O)[O-])c2)cc(OC)c1OC	-2	6	-10	2	-0.2	0	-2	-2	102
O=C(NCc1ccc(Cl)cc1)C1CCCN(C(=O)c2ccc(Cl)cc2)C1 (configuration not stated)	6	4	.	-4	1.4	0	5	.	.
COc1ccc(/C=C\C(=O)NCc2ccc3c(c2)cc(C)n3C)cc1OC	-16	-2	-1	.	8.0	4	-6	6	69
N#Cc1ccccc1OCC(=O)OCCCOC(=O)COc1ccccc1C#N	-20	-8	20	2	5.0	-1	1	-15	102
CC1(C)Cc2c(cnn2-c2ccc(F)cc2)C(NC(=O)C2=CC(=O)CC(C)(C)O2)C1 (configuration not stated)	10	-2	.	-8	-0.2	.	.	.	.
CC1CCCN(S(=O)(=O)c2ccc(NC(=O)Cc3ccc(S(=O)(=O)N4CCOCC4)s3)cc2)C1 (configuration not stated)	-5	-9	.	-4	2.3	-8	0	.	.
O=C(Nc1sc2c(c1C(=O)NCC1CCCO1)CCCC2)c1cccs1 (configuration not stated)	-11	13	-6	-2	-1.3	11	-2	-5	107
COc1ccc(N2CCN(C(=O)CCNC(=O)c3ccc(Br)cc3)CC2)cc1	-16	5	.	-1	-1.6	-5	-2	.	.
Cc1ccc(N(Cc2ccccc2)C(=O)c2ccc(F)c(S(=O)(=O)N3CCOCC3)c2)cc1	-1	-6	.	-4	0.9	1	3	.	.
S=c1nc(C2CCCCC2)[nH][nH]1	5	9	-11	.	5.1	4	-4	-2	107
CCN(CCN(C)C)C(=O)Cn1ncc2c1-c1cc(C)ccc1OC2	-3	2	17	-2	5.9	2	5	-10	102
Cc1coc2cc3oc(=O)c(CCC(=O)N4C[C@H]5C[C@@H](C4)c4cccc(=O)n4C5)c(C)c3cc12	1	8	60	-2	-1.4	4	-6	0	97
O=C(NCc1cccs1)c1cc(-c2ccncc2)nc2ccc(Br)cc12	.	.	55	.	.	-8	.	-3	103
O=C(Cc1ccc(NC(=O)C2CCCN(C(=O)C3CC3)C2)cc1)Nc1cccc(C(=O)N2CCCCC2)c1 (configuration not stated)	14	4	.	-4	-1.5	.	-3	.	.
COc1cc(NC(=O)C2CCC(CNc3c(N4CCCCC4)c(=O)c3=O)CC2)cc(OC)c1 (configuration not stated)	2	4	14	1	2.0	2	0	-17	91
CCOC(=O)[C@@H]1[C@H]2COc3cc(OC)ccc3[C@H]2N2C(=O)N(c3cccc(Cl)c3)C(=O)[C@]12C	0	-2	4	.	6.3	-2	-4	0	104
CC(C)CCn1c(CN2CCN(C(=O)c3ccco3)CC2)nc2c1c(=O)n(C)c(=O)n2C	1	-9	-16	-2	2.2	2	4	-8	95
CSc1nc2ccc(NC(=O)C3CC(=O)N(Cc4ccccc4)C3)cc2s1 (configuration not stated)	15	-1	23	0	-0.7	-1	2	-4	107
Cc1c(C(=O)N2CCOCC2)c(S(=O)(=O)Nc2cccc(F)c2)c(C)n1C	-4	-2	58	-7	0.6	8	-1	-3	98
Cc1ccc(SCCN2CCC(C)CCC2=O)cc1 (configuration not stated)	7	3	-7	7	1.1	1	-6	-1	98
Cc1cccc(N=c2oc3cc(O)ccc3cc2C(N)=O)c1	-59	1	9	-7	4.5	-1	-1	-6	95

Molecules shown so far with two or more sulfur atoms:
SMILES	CRFBP-R2 block	CHRM4 PAM	PHOSPHO1 block	GalR3 antagonist	CRFBP-R2 agonist	IDE cell inh	IDE cell activ	p-CIP stab down	MEKK3 PB1 HTS
Cc1cccnc1NC(=O)C1CCN(S(=O)(=O)c2cccs2)CC1	3	-1	14	-3	-1.7	8	5	-2	104
CCn1c(SCC(=O)Nc2cc3oc4ccccc4c3cc2OC)nnc1-c1cccs1	-19	-3	-11	0	0.6	-4	1	0	103
CC1CCCN(S(=O)(=O)c2ccc(NC(=O)Cc3ccc(S(=O)(=O)N4CCOCC4)s3)cc2)C1 (configuration not stated)	-5	-9	.	-4	2.3	-8	0	.	.
O=C(Nc1sc2c(c1C(=O)NCC1CCCO1)CCCC2)c1cccs1 (configuration not stated)	-11	13	-6	-2	-1.3	11	-2	-5	107
CSc1nc2ccc(NC(=O)C3CC(=O)N(Cc4ccccc4)C3)cc2s1 (configuration not stated)	15	-1	23	0	-0.7	-1	2	-4	107
